Glyco luc inh: blocks N-linked glycosylation in D54 reporter cells | D54 ERlucT glycosylation luciferase reporter, 24 h; percent of 100 nM tunicamycin response | reporter increase, % at 12.5 µM | hit rate 0.23% among 360,000;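 active = mean luciferase reporter signal, scaled so untreated is 0 and the glycosylation-blocking control 100, at or above a set limit in every replicate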;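 also: luciferase carries N-glycosylation sites so blocking glycosylation raises the light; 0% = median of neutral control wells and 100% = median of 100 nM tunicamycin wells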
ABCB6 inh MLPCN: blocks the human ABCB6 transporter | Q9NP58 | K562-ABCB6 porphyrin accumulation, flow cytometry, 1 h; active compounds read low | fluorescence ratio to DMSO, % at 10 µM | hit rate 0.19% among 360,000;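 active = fluorescence ratio to DMSO below 75%, the collection mean minus 3 SD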;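 also: signal is porphyrin accumulated inside mitochondria; 100% equals median channel fluorescence of DMSO control wells; lower ratio means ABCB6 inhibition with less porphyrin fluorescence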
TLR9-MyD88 inh: TLR9-MyD88 interaction inhibition; inhibition, % at 4.98 µM; CHO BLA complementation TLR9-MyD88, CCF4 FRET ratio; Q9NR96+Q99836; hit rate 0.21% among 340,000; AID 504734;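 active = inhibition above the mean over all tested compounds plus 3 SD, cut at about 21% in these data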;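 also: 0% = DMSO only wells and 100% = clavulanate BLA inhibitor control wells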
NOD2-RIPK2 inh: inhibitors of human NOD2-RIPK2 interaction. O43353. CHO BLA complementation NOD2-RIPK2, CCF4 ratio. inhibition, % at 4.98 µM. hit rate 0.38% among 360,000; in the data active = inhibition above about 21%;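 also: 0% = vehicle only and 100% = reference blocker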
Target sequence (O43353 whole entry, looked up): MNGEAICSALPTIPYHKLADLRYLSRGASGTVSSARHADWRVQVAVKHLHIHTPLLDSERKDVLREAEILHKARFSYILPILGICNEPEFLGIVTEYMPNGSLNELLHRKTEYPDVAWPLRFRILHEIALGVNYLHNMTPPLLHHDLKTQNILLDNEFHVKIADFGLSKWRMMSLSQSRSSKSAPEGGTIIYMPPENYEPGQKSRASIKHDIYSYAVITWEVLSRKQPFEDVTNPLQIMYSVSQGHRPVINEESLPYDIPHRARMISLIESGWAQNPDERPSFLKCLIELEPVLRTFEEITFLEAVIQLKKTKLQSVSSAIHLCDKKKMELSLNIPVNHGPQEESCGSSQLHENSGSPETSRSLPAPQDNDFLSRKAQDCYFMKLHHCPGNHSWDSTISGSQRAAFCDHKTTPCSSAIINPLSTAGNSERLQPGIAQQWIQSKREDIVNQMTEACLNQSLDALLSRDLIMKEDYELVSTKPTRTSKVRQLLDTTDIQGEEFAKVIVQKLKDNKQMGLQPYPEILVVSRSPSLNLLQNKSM
MC4R ag barr: human MC4R agonism via beta-arrestin. P32245. U2OS MC4R beta-arrestin complementation, luminescence; percent of melanotan II response, DMSO zero. activation, % at 8.9 µM. hit rate 0.98% among 360,000;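 active = activation above a per-plate cutoff, the mean activation of sample wells on that plate plus 3 SD, cut at about 8% in these data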
Target sequence (P32245 whole entry, looked up): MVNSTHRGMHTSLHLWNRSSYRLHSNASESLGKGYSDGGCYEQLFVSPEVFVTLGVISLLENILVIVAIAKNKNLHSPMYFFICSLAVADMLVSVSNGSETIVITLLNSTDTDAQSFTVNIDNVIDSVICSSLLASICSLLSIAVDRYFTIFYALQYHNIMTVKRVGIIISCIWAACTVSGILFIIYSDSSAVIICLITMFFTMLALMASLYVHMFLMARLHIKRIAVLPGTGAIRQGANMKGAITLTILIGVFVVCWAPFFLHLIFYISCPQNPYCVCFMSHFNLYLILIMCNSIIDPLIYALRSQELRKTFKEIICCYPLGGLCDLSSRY
ABHD5 PLIN5 PPI: ABHD5-PLIN5 protein interaction inhibition; Q00G26+Q8WTS1; Split G. princeps luciferase complementation, luminescence, 4 h; inhibition, % at 4 µM; hit rate 0.78% among 360,000; AID 602281;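 active = inhibition above the mean inhibition across every tested compound plus 3 SD, cut at about 22% in these data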;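 also: 0% = DMSO only wells and the 100% control is not disclosed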
Granule exo inh: lytic granule exocytosis inhibition. hit rate 0.66% among 360,000. AID 651702. inhibition, % at 10 µM. TALL-104 LAMP-1 surface exposure, flow cytometry; cells stimulated with thapsigargin and PMA;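 active = inhibition above about 55%, limit read from the data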
aDG glyco act: increases alpha dystroglycan glycosylation. Pro5-aDG cells, alpha-DG glycosylation AlphaScreen (IIH6); 0% Pro5, 100% B10-LARGE cell signal. activation, % at 10 µM. hit rate 0.22% among 360,000;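 active = activation of at least 8% versus controls, or a plate z-score of at least 8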;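 also: Pro5 are CHO cells carrying HIG-tagged alpha-DG that lacks glycosylation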
Vif inh: HIV Vif inhibition; HEK293T cells, Vif self-association by quenched fluorescence, imaging, 24 h; inhibition, % at 7.49 µM; hit rate 0.35% among 340,000; in the data active = inhibition above about 50%, passing the limit was not always enough; also: some results filed as inactive read as strong as hits
MC4R antag cAMP: blocks human MC4R cAMP signaling | P32245 | MC4R-expressing cells, MTII-stimulated cAMP, LANCE TR-FRET | inhibition, % at 6.5 µM | hit rate 0.48% among 360,000 | AID 540295;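 active = inhibition above its plate's cutoff, the mean of tested wells on that plate plus 3 SD, cut at about 29% in these data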;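 also: 0% = Melanotan II alone and 100% = Melanotan II plus saturating MCL0020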
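System: U2OS-MC4R stable cell line; Technique: Eu-cAMP/anti-cAMP TR-FRET, emission 671 nm; Repeats: single well per compound; Also added: Melanotan II; Dosing: one concentration, 6.5 µM nominal; Schedule: 30-min compound, 1-h challenge, 1-h detection, room temperature.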
Active calls of the source: *; · = not tested or not shown. An excerpt, so the mix of outcomes need not match the whole.

Granule exo inh	TLR9-MyD88 inh	Glyco luc inh	NOD2-RIPK2 inh	mol	ABHD5 PLIN5 PPI	aDG glyco act	Vif inh	ABCB6 inh MLPCN	MC4R ag barr	MC4R antag cAMP
4	-4	1	-3	O=C(NCCN1C(=O)S/C(=C/c2cccnc2)C1=O)C1=NN(c2ccccc2)C(=O)CC1	-7	0.3	-4	103	-0.7	-5
1	-11	-2	-7	Nc1ccc2nc(N3CCOCC3)sc2c1	2	-0.4	10	121	-0.1	-5
-1	-6	-5	8	CCOc1ccc(NS(=O)(=O)c2ccc(C(=O)NCC(c3ccco3)N3CCCC3)cc2)cc1 (configuration not stated)	-2	-0.2	-9	102	1.5	15
1	6	-2	16	CC(=O)Nc1ccc(NC(=O)c2ccc(CN3CCc4ccccc4C3)cc2)cc1	-2	0.0	-4	100	0.5	1
-7	-5	1	6	CC(OC(=O)C1CCN(c2ccc(C(F)(F)F)cn2)CC1)C(=O)Nc1cccc([N+](=O)[O-])c1 (configuration not stated)	2	0.3	-10	96	5.2	8
0	8	-1	-5	COc1ccccc1OCc1ccc(C(=O)NN)cc1	-6	-0.3	17	100	0.8	-4
0	-9	1	-7	O=C1NCCO1	0	-0.1	10	99	-0.3	8
-6	5	4	-19	O=C(CNC(=S)N(CCCN1CCOCC1)Cc1cccs1)NCCN1CCOCC1	3	-0.1	-1	99	1.2	-3
2	5	2	0	CCCCOC(=O)C1=C(C)Nc2ncnn2C1c1ccc(OCC)c(OC)c1 (configuration not stated)	-1	0.1	1	93	-0.5	5
-8	8	-1	4	CC1(C)CC(=O)C2=C(C1)OC1=C(C(=O)CC(C)(C)C1)C2c1ccccc1Cl	-2	-0.2	-4	98	-2.2	7
-2	1	1	11	O=C(Nc1ccc(C(=O)N2CCOCC2)cc1)Nc1cccc2ccccc12	-5	0.0	4	91	0.2	7
-1	-9	-4	0	c1csc(-c2csc3ncnc(NCCCN4CCOCC4)c23)c1	-1	1.5	-8	100	2.3	8
-1	1	0	2	Cc1c(NC(=S)N/N=C/c2ccc(Br)cc2)c(=O)n(-c2ccccc2)n1C	0	0.1	-3	93	-1.7	7
5	7	-2	-9	CSc1ccc(CC(=O)N2CCC(n3nccc3NC(=O)C3CC3)CC2)cc1	1	0.0	-5	97	-1.6	-3
-2	2	-1	-1	CC1CCN(S(=O)(=O)c2ccc(NC(=O)CN3CCOCC3)cc2)CC1	-4	0.2	-4	105	-0.6	15
-1	10	-1	-10	ONC(=NCc1ccccc1)c1ccccc1	-4	0.2	-1	100	-0.6	2
2	-3	2	-8	COc1ccc(NC(=O)CSc2nc3sc(C)c(C)c3c(=O)n2Cc2ccco2)cc1	5	0.1	5	103	0.5	12
-3	1	0	-7	CN(C(=O)CSc1nnn(C)n1)c1ccccc1	1	-0.1	1	100	-1.7	9
-4	2	0	-14	C=CCOc1ccc(/C(O)=C2\C(=O)C(=O)N(CCOC)C2c2cccnc2)cc1 (configuration not stated)	-5	-0.3	8	96	-1.1	4
-1	5	-4	7	Cc1ccc(C)c(NC(=O)c2cc(=O)c3ccccc3o2)c1	4	-0.1	0	91	-2.1	-21
1	-5	-4	2	CCC(C)(C)c1ccc(Oc2ccc(NC(=O)COC(=O)C3=COCCO3)cc2)cc1	-7	0.8	-10	106	2.7	2
-2	2	2	-4	COCCOCC(O)CN1CCN(c2ccc(C)cc2)CC1 (configuration not stated)	-1	3.4	15	90	-1.1	-4
3	-1	2	-2	COc1ccccc1CN1CC(C(=O)NCC2CCCO2)CC1=O (configuration not stated)	7	0.1	-2	100	0.2	4
1	-2	0	-2	C=CCn1c(-c2csc(-c3ccc(OC)c(OC)c3)n2)n[nH]c1=S	3	0.9	-4	95	-4.5	0
0	1	1	-1	CCOC(=O)Cn1nc(C)n(-c2ccc(C)cc2)c1=O	2	0.0	-3	100	-4.2	1
2	4	-3	2	O=C(Nc1c(Cl)cccc1Cl)c1ccc(-c2ccccc2)cc1	2	0.2	10	99	21*	-1
3	-3	1	-14	CN(C)CCNc1oc(COc2ccc(Cl)cc2)nc1C#N	16	-0.1	5	96	0.1	-6
4	4	-2	6	CCOC(=O)c1ccc(N/C(=N/S(=O)(=O)c2ccccc2)c2ccccc2)cc1	0	0.9	-5	102	0.9	10
0	-3	2	-4	C[C@H]1CN=C(N(C)C)N1CCCC1CCCCC1	-11	-0.1	10	101	0.5	8
-7	4	1	3	CN1CC(c2ccccc2)Oc2ccccc2C1=S (configuration not stated)	5	0.0	-1	98	-1.3	9
0	0	-1	-9	Brc1cnc(N2CCCC2)nc1N1CCOCC1	-25	-0.2	16	100	-0.7	18
0	-13	4	-3	O=C(O)CSCc1ccc(C(=O)O)o1	2	-0.2	-5	101	-0.1	8
2	-7	-1	2	Cn1ncc2nc[nH]c(=O)c21	-2	0.1	-2	91	0.8	21
2	8	1	-1	CCCC(=O)NNc1cc(=O)c2c(=O)n(C)c(=O)n(C)c2[nH]1	-6	-0.2	5	96	-1.2	4
3	3	5	0	O=C(Nc1ccc2c(c1)OCO2)Nc1cnccn1	-4	-0.3	·	97	-0.7	-7
-3	-3	2	-5	COC(=O)C1=NN[C@H](C(=O)OC(C)(C)C)[C@H]1c1ccccc1	-9	0.3	-1	103	-1.1	-1
16	-12	1	-9	CCOC(=O)CCc1c(C)n(CC)c2ncnn2c1=O	4	-0.1	7	91	0.6	4
-3	0	1	0	CCOc1ccc(N(CC(=O)Nc2ccc(Br)cc2)S(C)(=O)=O)cc1	-6	-0.1	-3	95	0.7	2
-5	0	2	10	COc1ccc(N2C(=O)C(CC(N)=O)N(NC(=O)c3cccc(OC)c3)C2=S)cc1 (configuration not stated)	-1	0.1	18	98	-0.3	13
-2	4	1	-9	CCNC(=O)CCc1nc(-c2ccc(C)cc2)no1	-3	-0.1	-16	93	-1.7	8
-4	-4	6	9	COC(=O)c1ccccc1N=Nc1c(C)[nH][nH]c1=O	-1	0.7	-12	97	0.4	-13
4	-10	-4	-3	Cc1[nH]c2ccccc2c1NC(=O)CN1CCN(c2cccc(C(F)(F)F)c2)CC1	-16	-0.1	-7	106	-1.9	1
-3	4	2	-3	Cc1ccccc1SCc1noc(C(=O)NCC2CCCO2)c1C(=O)O (configuration not stated)	0	0.5	-2	96	0.0	6
0	-8	3	-6	Cc1ccc(CN(C)CC(=O)Nc2cccc([N+](=O)[O-])c2)o1	6	0.6	7	95	0.0	18
0	-6	2	-5	O=C1CC(c2cccs2)CC(O)=C1C=NCCN1CCNCC1 (configuration not stated)	-9	0.0	-1	97	1.6	15
-1	-1	0	-16	CC(C)Cn1c(N)c(C(=O)COC(=O)C2CC(=O)N(Cc3ccccc3Cl)C2)c(=O)n(C)c1=O (configuration not stated)	0	0.8	·	97	-1.0	6
5	-13	1	-12	Cc1nc2ccc(NC(=O)c3ccc(Cl)nc3)cc2s1	-5	0.0	-5	94	-1.1	24
0	0	1	1	Cn1cc(-c2cccc(Cl)c2)cc(C#N)c1=O	-8	0.2	-1	106	-3.5	18
-7	0	1	-7	CCc1ccc(OC(=O)c2ccn(CC)n2)cc1	4	0.0	6	103	2.5	2
1	6	1	1	Nc1ccccc1C(=O)Nc1cccc2ccccc12	3	0.0	-3	115	-0.4	1

An excerpt of these results, with each value named:
molecule: O=C(Nc1c(Cl)cccc1Cl)c1ccc(-c2ccccc2)cc1
  Granule exo inh: 2
  TLR9-MyD88 inh: 4
  Glyco luc inh: -3
  NOD2-RIPK2 inh: 2
  ABHD5 PLIN5 PPI: 2
  aDG glyco act: 0.2
  Vif inh: 10
  ABCB6 inh MLPCN: 99
  MC4R ag barr: 21*
  MC4R antag cAMP: -1

molecule: CN(C)CCNc1oc(COc2ccc(Cl)cc2)nc1C#N
  Granule exo inh: 3
  TLR9-MyD88 inh: -3
  Glyco luc inh: 1
  NOD2-RIPK2 inh: -14
  ABHD5 PLIN5 PPI: 16
  aDG glyco act: -0.1
  Vif inh: 5
  ABCB6 inh MLPCN: 96
  MC4R ag barr: 0.1
  MC4R antag cAMP: -6

Continuation:
Granule exo inh	TLR9-MyD88 inh	Glyco luc inh	NOD2-RIPK2 inh	mol	ABHD5 PLIN5 PPI	aDG glyco act	Vif inh	ABCB6 inh MLPCN	MC4R ag barr	MC4R antag cAMP
-9	-3	0	-4	O=C(Cc1ccccc1)Nc1ccc(Br)c(Cl)c1	5	-0.2	9	91	-1.4	9
1	8	9	-25	CC(=O)Nc1ccc(-n2c(=O)c3ccccc3c3ccccc3c2=O)cc1	-5	-0.3	-11	84	-0.4	-2
-2	-6	2	10	CC(=O)NN1C(=O)/C(=C/c2ccc(C(C)C)cc2)SC1=S	-4	-0.3	3	99	2.4	18
2	·	·	6	CC(C)[C@@H]1Cc2[nH][nH]c(=O)c2[C@H](CCc2ccccc2)O1	-3	-0.1	·	97	·	·
-1	-2	-1	4	O=C(NCc1ccc(F)cc1)C1CCCN1C(=O)Nc1cccc(F)c1 (configuration not stated)	7	-0.1	-3	100	-0.3	17
-4	-2	3	-6	CCN(CC)S(=O)(=O)c1ccc(C(=O)NCCCN=C2NS(=O)(=O)c3ccccc32)cc1	0	0.2	3	96	-2.2	3
-3	-5	2	2	CC(C)(C)c1ccc(C(=O)NNc2cc(Cl)cc(Cl)c2)cc1	-11	0.1	-3	96	1.4	5
6	-7	0	0	O=C(CCC(=O)Nc1nnc(C2CCCCC2)s1)NCc1ccccc1	-1	0.1	-1	98	0.1	6
-1	-1	2	11	Cc1cc(C)n(CCCNC(=O)Cn2nnnc2CN2C[C@@H](C)O[C@@H](C)C2)n1	-19	-0.3	-6	94	-1.8	-2
-1	-5	2	13	O=C(Cc1ccccc1)Nc1ccc(C(=O)O)cc1	-2	0.3	10	105	-0.5	4
-1	-3	1	-13	COc1cc(NC2=Nc3cccc4cccc2c34)cc(OC)c1OC	3	-0.2	-4	96	-3.8	3
-2	-8	1	-13	O=C1C[C@@H]2c3c(cccc3CN1Cc1ccccc1F)C[C@@H](O)[C@H]2O	-3	0.3	3	102	-0.8	11
3	-3	0	4	COc1cc(/C=N/NC(=O)c2cccnc2)ccc1OC(=O)c1ccco1	-17	0.0	10	101	-0.6	-6
10	-9	2	-9	O=C1N[C@H](Cc2ccccc2)COC(=O)[C@@H](Cc2ccc(F)cc2)C/C=C\C[C@H]1CC(=O)N(CCO)Cc1ccccc1	-3	0.6	-2	92	0.8	5
3	-8	1	-1	COc1ccc(/C=N/NC(=O)CC(=O)NCc2cccnc2)c(OC)c1	6	-0.2	-1	92	-2.2	-2
3	-8	2	-6	CCCCCC(=O)N1C[C@@H](O)[C@H](n2cc(COC(=O)c3ccccc3)nn2)C[C@@H]1c1ccc(C)cc1	1	-0.1	5	101	0.6	3
-4	·	·	-19	Cc1ccc(CN2C(=O)CSCC2(C)C(=O)NC(C)C)cc1 (configuration not stated)	9	0.0	·	·	·	·
-2	2	6	-5	COC(=O)c1sc(NC(=O)Cc2cccs2)nc1C	-1	0.3	12	92	-2.0	0
-5	-7	-3	2	COc1cccc(/C=N/NC(=O)c2ccccc2N(Cc2ccccc2)S(=O)(=O)c2ccccc2)c1OC	2	-0.3	-1	96	-1.0	13
0	-25	-3	-1	CC(C)(C)OC(=O)N1CCC(c2c(C(=O)N3CCN(C(=O)c4ccco4)CC3)cnn2-c2cccc(Cl)c2)CC1	5	0.1	-5	99	0.9	-1
0	7	-1	-4	Cc1nn(-c2ccccn2)c2nc(-c3cccs3)cc(C(=O)N3CCOCC3)c12	5	-0.2	7	98	0.6	2

High-throughput results: PubChem, several laboratories
